Compound activity (PubChem)
DLD1 CTGF mRNA = reduction of CTGF mRNA in DLD1 cells – DLD1 colon cancer cells, RT-qPCR, single point, primary screen (AID 743449); DLD1 CTGF mRNA qPCR, 24 h; active compounds read high; inhibition, % at 12.5 µM; 0.9% of 9,900 active;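 active = mean normalized replicate activity at least 50 and at least half of replicates each reaching 50; inconclusive = only one of the two criteria met; inactive = neither criterion met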;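 note: 0% = neutral control wells and 100% = dasatinib control wells; higher means stronger suppression of CTGF expression like dasatinib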
Pax4 mRNA alpha TC1 = Pax4 mRNA upregulation in alpha cells – RT-PCR, mouse alpha TC1 cells, single point, primary screen (AID 1053180); activation, % at 10 µM; mouse alpha TC1 cells, Pax4 mRNA qPCR, 6 days; active compounds read high; 100% = Pax4 plasmid added at qPCR; 0.2% of 9,600 active;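 active = highest normalized replicate activity of 15 or more, or at least half the replicates reach 15 or more; inactive = neither condition met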;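 note: pax4 Ct normalized to GAPDH with activation seen as lower delta delta Ct; plate controls were plate neutral control wells for no effect and Pax4 plasmid positive control for full effect; each compound tested in two replicate wells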
An asterisk follows results filed as active; ? = inconclusive; . = no result given. Only part of the results is shown; rates above refer to the full screens.

SMILES	DLD1 CTGF mRNA	Pax4 mRNA alpha TC1
C[C@@H]1CN([C@@H](C)CO)S(=O)(=O)c2ccc(C#CCC3CCCC3)cc2O[C@@H]1CN(C)C(=O)c1cnccn1	?	0.0
C[C@@H]1CCCCO[C@H](CN(C)C(=O)Nc2ccc(C(F)(F)F)cc2)[C@@H](C)CN([C@@H](C)CO)C(=O)c2cc(NS(=O)(=O)c3cn(C)cn3)ccc2O1	-22	0.0
CCS(=O)(=O)N1Cc2cc(C(=O)N(C)C)nc(-c3cccc(-c4ccc(C#N)cc4)c3)c2[C@H]1CCO	-3	0.0
COc1cccc(S(=O)(=O)N2C[C@H](O)COC[C@@H]3O[C@@H](CC(=O)NCCCN4CCOCC4)CC[C@H]32)c1	-7	0.0
C[C@H]1CN([C@@H](C)CO)C(=O)Cc2cc(NC(=O)C3CCCCC3)ccc2O[C@@H]1CN(C)Cc1ccc(Cl)c(Cl)c1	3	0.0
CC(C)C#Cc1ccc([C@@H]2[C@@H](C#N)N(C(=O)c3cccc(F)c3)[C@H]2CO)cc1	5	0.0
CCCNC(=O)N(C)C[C@H]1Oc2cc(C#C[C@@H](C)O)ccc2S(=O)(=O)N([C@@H](C)CO)C[C@@H]1C	-7	0.0
O=C(CN1CCOCC1)N1CC2(C1)[C@H](c1ccccc1)[C@H](CO)N2Cc1cccc(F)c1	12	.
COc1ccc(NC(=O)N(C)C[C@H]2Oc3ccc(NC(=O)Nc4cccc5ccccc45)cc3CC(=O)N([C@@H](C)CO)C[C@@H]2C)cc1	-13	0.0
CCS(=O)(=O)N1CC2(CN(C(=O)Cc3ccccn3)[C@H](CO)c3[nH]c4cc(OC)ccc4c32)C1	4	0.0
COc1ccc(S(=O)(=O)N(C)C[C@@H]2OCCCC[C@@H](C)Oc3ccc(NC(=O)Cc4ccccc4)cc3C(=O)N([C@@H](C)CO)C[C@H]2C)cc1	?	0.0
C[C@@H]1CN([C@H](C)CO)C(=O)c2cc(NC(=O)CCCN(C)C)ccc2O[C@H]1CN(C)Cc1ccc(Cl)c(Cl)c1	-72	0.0
COc1ccc(S(=O)(=O)Nc2ccc3c(c2)C(=O)N([C@@H](C)CO)C[C@H](C)[C@H](CN(C)Cc2ccc(C(F)(F)F)cc2)OCCCC[C@@H](C)O3)cc1	25	0.0
C[C@H]1CN([C@@H](C)CO)C(=O)c2ccccc2-c2ccccc2CO[C@@H]1CN(C)C(=O)CCC(F)(F)F	-21	0.0
CCNC(=O)[C@@H]1[C@@H](CO)[C@@H]2Cn3c(cccc3=O)[C@H]1N2C(=O)Nc1cc(F)ccc1F	-43	0.0
COc1ccc(NC(=O)N[C@@H]2CC[C@@H](CCNC(=O)CN3CCOCC3)O[C@H]2CO)cc1	6	0.0
Cc1ccc(-c2ccccc2[C@H]2[C@@H](C#N)N(c3ncc(-c4ccccc4)s3)[C@H]2CO)cc1	-59	0.1
CN1C(=O)c2cc(NC(=O)c3ccc(F)c(F)c3)ccc2OC[C@@H]2O[C@H](CC(=O)N3CCCCC3)CC[C@H]21	-4	0.0
CCc1cnc(N2[C@H](C#N)[C@H](c3ccc(C4=CCCCC4)cc3)[C@H]2CO)s1	4	0.0
C/C=C/c1ccc2c(c1)[C@H]1[C@H](CCN1C(=O)C1CCCC1)[C@@H](CO)N2	22	0.0
COc1ccc(-c2ccccc2[C@@H]2[C@@H](C#N)N(C(=O)NC3CCCCC3)[C@H]2CO)cc1	14	0.0
COc1ccc(-c2ccccc2[C@H]2[C@@H](C#N)N(C(=O)NC3CCCCC3)[C@H]2CO)cc1	-1	0.0
CCc1cnc(N2[C@@H](C#N)[C@@H](c3ccc(C4=CCCCC4)cc3)[C@@H]2CO)s1	-16	0.0
COc1cccc(-c2ccc([C@@H]3[C@@H](CO)N4C(=O)CN(C(=O)c5cccnc5)C[C@H]34)cc2)c1	17	0.0
C[C@@H]1CN([C@@H](C)CO)C(=O)CCCn2cc(nn2)CO[C@H]1CN(C)C(=O)CCC(F)(F)F	-22	0.0
COc1ccc2c3c([nH]c2c1)[C@@H](CO)NCC31CCN(Cc2ccc(F)cc2)CC1	7	0.0
Cc1noc(C)c1NC(=O)N(C)C[C@@H]1OCc2cnnn2CCCC(=O)N([C@H](C)CO)C[C@@H]1C	6	0.0
COc1ccc(NC(=O)N2C[C@@H]3[C@H](c4ccccc42)[C@@H](CO)N3Cc2ccccn2)cc1	-22	0.0
C[C@H](CO)N1C[C@H](C)[C@H](CN(C)Cc2ccncc2)Oc2ncc(C#CCC3CCCCC3)cc2C1=O	14	0.0
CC=Cc1ccc2n(c1=O)C[C@H]1[C@H](CO)[C@@H](C(=O)N3CCOCC3)N(Cc3ccccc3)[C@@H]21 (mixture of isomers)	0	0.0
Cc1noc(C)c1NC(=O)Nc1ccc2c(c1)C(=O)N([C@H](C)CO)C[C@H](C)[C@@H](CN(C)Cc1ccc3c(c1)OCO3)OCCCC[C@H](C)O2	-8	0.0
C[C@@H]1CN([C@@H](C)CO)S(=O)(=O)c2ccc(C#Cc3cccc(F)c3)cc2O[C@@H]1CN(C)S(=O)(=O)c1cn(C)cn1	41	0.0
COc1ccccc1NC(=O)C[C@H]1CC[C@H]2[C@@H](COc3ccc(NS(C)(=O)=O)cc3C(=O)N2C)O1	-33	0.0
O=S(=O)(c1ccccc1)N1CCCCN2[C@H](C1)[C@H](c1ccc(C#CC3CCCC3)cc1)[C@@H]2CO	?	0.0
C[C@@H]1CN([C@@H](C)CO)C(=O)c2cc(NS(=O)(=O)c3cn(C)cn3)ccc2O[C@@H](C)CCCCO[C@@H]1CN(C)Cc1ccc2c(c1)OCO2	-21	0.0
O=C(Nc1ccc(Cl)cc1)N1C[C@@H]2[C@H](c3ccccc31)[C@@H](CO)N2CC1CCCCC1	20	0.0
CS(=O)(=O)N1[C@@H](CO)[C@@H](c2ccccc2)C12CN(C(=O)c1ccccc1F)C2	-67	.
CO[C@H]1CN(C)C(=O)c2ccc(NC(=O)c3ccno3)cc2OC[C@@H](C)N(S(C)(=O)=O)C[C@@H]1C	-5	0.0
CN1C(=O)c2cc(NC(=O)c3cccc(C(F)(F)F)c3)ccc2OC[C@@H]2O[C@H](CC(=O)NCCN3CCCC3)CC[C@@H]21	-33	0.0
C/C=C/c1ccc([C@H]2[C@H]3CN(S(=O)(=O)c4ccc(OC)cc4)CCCCN3[C@H]2CO)cc1	-5	0.0
C[C@@H]1CN([C@@H](C)CO)C(=O)c2cc(NS(=O)(=O)c3ccc(F)cc3)ccc2O[C@@H]1CN(C)C(=O)Nc1ccccc1	-28	0.0
COc1ccc2c3c([nH]c2c1)[C@@H](CO)N(C(=O)NC1CCCC1)CC31CCN(S(C)(=O)=O)CC1	-26	0.0
O=C(Nc1nccs1)[C@H]1[C@H](CO)[C@H]2Cn3c(cccc3=O)[C@@H]1N2C(=O)C1CC1	16	0.0
O=C(C[C@H]1C=C[C@H](NS(=O)(=O)c2ccccc2)[C@@H](CO)O1)NCCN1CCCCC1	-16	0.0
CO[C@@H]1CN(C)C(=O)c2cc(NC(=O)c3ccc(F)cc3)ccc2OC[C@@H](C)N(C(=O)CC2CC2)C[C@H]1C	-8	0.0
N#C[C@@H]1[C@H](c2ccccc2-c2cccc(F)c2)[C@H](CO)N1C(=O)NC1CCCCC1	-40	0.0
COCC(=O)N1[C@@H]2CN(C(=O)c3cccnc3)c3ccccc3[C@@H]2[C@@H]1CO	-14	0.0
O=C(c1cnccn1)N1CC(=O)N2[C@H](CO)[C@@H](c3ccc(C#CC4CC4)cc3)[C@@H]2C1	-13	0.0
CO[C@H]1CC[C@@H]2CCOc3c(C#N)cccc3C(=O)N(C)C[C@@H](c3ccccc3)CC(=O)N(C)C[C@H]1O2	10	0.0
CN(C)C(=O)c1cccc(-c2cccc(-c3nc(C(=O)N4CCCCC4)cc4c3[C@H](CCO)N([S@@](=O)C(C)(C)C)C4)c2)c1	25	0.0
O=C(C[C@@H]1C=C[C@@H](NC(=O)C2CCC2)[C@H](CO)O1)NC1CCCCC1	22	0.0
O=C(O)C[C@H]1C[C@H]2c3cc(NC(=O)Cc4ccncc4)ccc3O[C@H]2[C@H](CO)O1	-26	0.0
COc1cccc(C(=O)Nc2ccc3c(c2)C(=O)N(C)[C@H]2CC[C@@H](CC(=O)N[C@H](C)c4ccccc4)O[C@H]2CO3)c1	31	0.0
Cc1noc(C)c1NC(=O)Nc1ccc2c(c1)C(=O)N([C@H](C)CO)C[C@H](C)[C@@H](CN(C)Cc1ccc3c(c1)OCO3)OCCCC[C@@H](C)O2	4	0.0
CO[C@H]1CN(C)C(=O)c2cc(NS(=O)(=O)c3ccc(Cl)cc3)ccc2OC[C@@H](C)N(C(=O)NC(C)C)C[C@H]1C	-22	0.0
O=S(=O)(c1cccs1)N1CCCCN2[C@H](CO)[C@H](c3ccc(/C=C/c4ccccc4)cc3)[C@@H]2C1	41	0.0
N#C[C@@H]1[C@H](c2ccc(C3=CCCCC3)cc2)[C@@H](CO)N1S(=O)(=O)c1ccccc1	-14	0.0
CCCNC(=O)C[C@H]1CC[C@H]2[C@@H](COC[C@@H](O)CN2C(=O)c2ccc(F)cc2)O1	-1	0.0
O=C(Nc1ccc2c(c1)[C@@H]1C[C@@H](CC(=O)N3CCOCC3)O[C@@H](CO)[C@@H]1O2)Nc1ccccc1F	-20	0.0
O=C(C[C@H]1CC[C@@H]2NC[C@@H](O)COC[C@H]2O1)NCCc1ccncc1	2	0.0
Further results
SMILES	DLD1 CTGF mRNA	Pax4 mRNA alpha TC1
C[C@@H]1CN([C@H](C)CO)C(=O)c2cc(N(C)C)ccc2O[C@H]1CN(C)Cc1ccc(Oc2ccccc2)cc1	?	0.0
CC(C)(C)S(=O)N1Cc2cc(C(=O)O)nc(-c3cccc(-c4cc5ccccc5o4)c3)c2[C@@H]1CCO (stereo partly specified)	-31	0.0
CO[C@H]1CN(C)C(=O)c2ccc(NC(C)=O)cc2OC[C@H](C)N(Cc2cccc(F)c2)C[C@@H]1C	19	0.0
C[C@@H]1CN([C@H](C)CO)C(=O)c2cc(N(C)C)ccc2O[C@@H](C)CCCCO[C@@H]1CN(C)S(=O)(=O)c1cn(C)cn1	-27	0.0

Copied from the listing for reference:
SMILES	DLD1 CTGF mRNA	Pax4 mRNA alpha TC1
COCC(=O)N1[C@@H]2CN(C(=O)c3cccnc3)c3ccccc3[C@@H]2[C@@H]1CO	-14	0.0
O=C(c1cnccn1)N1CC(=O)N2[C@H](CO)[C@@H](c3ccc(C#CC4CC4)cc3)[C@@H]2C1	-13	0.0
CO[C@H]1CC[C@@H]2CCOc3c(C#N)cccc3C(=O)N(C)C[C@@H](c3ccccc3)CC(=O)N(C)C[C@H]1O2	10	0.0
CN(C)C(=O)c1cccc(-c2cccc(-c3nc(C(=O)N4CCCCC4)cc4c3[C@H](CCO)N([S@@](=O)C(C)(C)C)C4)c2)c1	25	0.0
O=C(C[C@@H]1C=C[C@@H](NC(=O)C2CCC2)[C@H](CO)O1)NC1CCCCC1	22	0.0
O=C(O)C[C@H]1C[C@H]2c3cc(NC(=O)Cc4ccncc4)ccc3O[C@H]2[C@H](CO)O1	-26	0.0
COc1cccc(C(=O)Nc2ccc3c(c2)C(=O)N(C)[C@H]2CC[C@@H](CC(=O)N[C@H](C)c4ccccc4)O[C@H]2CO3)c1	31	0.0
Cc1noc(C)c1NC(=O)Nc1ccc2c(c1)C(=O)N([C@H](C)CO)C[C@H](C)[C@@H](CN(C)Cc1ccc3c(c1)OCO3)OCCCC[C@@H](C)O2	4	0.0
CO[C@H]1CN(C)C(=O)c2cc(NS(=O)(=O)c3ccc(Cl)cc3)ccc2OC[C@@H](C)N(C(=O)NC(C)C)C[C@H]1C	-22	0.0
O=S(=O)(c1cccs1)N1CCCCN2[C@H](CO)[C@H](c3ccc(/C=C/c4ccccc4)cc3)[C@@H]2C1	41	0.0
N#C[C@@H]1[C@H](c2ccc(C3=CCCCC3)cc2)[C@@H](CO)N1S(=O)(=O)c1ccccc1	-14	0.0
CCCNC(=O)C[C@H]1CC[C@H]2[C@@H](COC[C@@H](O)CN2C(=O)c2ccc(F)cc2)O1	-1	0.0
O=C(Nc1ccc2c(c1)[C@@H]1C[C@@H](CC(=O)N3CCOCC3)O[C@@H](CO)[C@@H]1O2)Nc1ccccc1F	-20	0.0
O=C(C[C@H]1CC[C@@H]2NC[C@@H](O)COC[C@H]2O1)NCCc1ccncc1	2	0.0
C[C@@H]1CN([C@H](C)CO)C(=O)c2cc(N(C)C)ccc2O[C@H]1CN(C)Cc1ccc(Oc2ccccc2)cc1	?	0.0
CC(C)(C)S(=O)N1Cc2cc(C(=O)O)nc(-c3cccc(-c4cc5ccccc5o4)c3)c2[C@@H]1CCO (stereo partly specified)	-31	0.0
CO[C@H]1CN(C)C(=O)c2ccc(NC(C)=O)cc2OC[C@H](C)N(Cc2cccc(F)c2)C[C@@H]1C	19	0.0
